Assay outcomes: PubChem BioAssay, several laboratories
RGS4 block = inhibitors of human RGS4. B-score at 10 µM. P49798. HEK293 M3R/RGS4 inducible, Fluo-4 calcium flux; stronger effect = higher value; triggered by carbachol at its EC20. actives 0.45% (n = 310,000);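 active = B-score, a plate-corrected calcium signal, over three deviations above library mean, with baseline fluorescence within five deviations of library mean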;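 also: RGS4 expression induced by doxycycline in cells with stable M3 receptor; B-score is computed from the integrated fluorescence ratio over baseline after carbachol; higher B-score means a larger calcium signal and so more RGS4 inhibition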
Target sequence (P49798 whole entry, looked up): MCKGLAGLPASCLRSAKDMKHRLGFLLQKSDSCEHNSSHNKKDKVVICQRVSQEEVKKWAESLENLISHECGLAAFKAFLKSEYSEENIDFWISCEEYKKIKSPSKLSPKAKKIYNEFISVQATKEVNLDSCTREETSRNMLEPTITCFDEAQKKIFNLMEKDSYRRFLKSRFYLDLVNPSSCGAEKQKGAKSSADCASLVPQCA
RGS4 act = potentiators or activators of RGS4; HEK293 M3R/inducible RGS4, carbachol calcium flux Fluo4; stronger effect = lower value; B-score at 10 µM; actives 0.92% (n = 310,000);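 active = B-score of the integrated calcium signal more than 4 SD below the library mean, with starting fluorescence not abnormally high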;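 also: negative B-score means reduced calcium response which marks RGS4 activation or potentiation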
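System: HEK293 FlpIn-TREx cells, stable M3R, doxycycline-inducible RGS4. Timing: overnight RGS4 induction, 30 min dye load 37 °C, 20 min compound RT. Also added: carbachol, ECmax concentration. Measured by: Fluo4 fluorescence kinetic imaging of calcium. Evaluation: integrated calcium ratio converted to B score.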
TMEM16A act = mouse TMEM16A channel activation, primary screen | Q8BHY3 | actives 0.3% (n = 340,000) | HEK293 TMEM16A/YFP-H148Q/I152L, iodide quench fluorescence; stronger effect = lower value | B-score at 10 µM;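 active = fluorescence-ratio B-score plate-corrected deviation score at least 3 library SD below zero, with starting fluorescence score within 5 deviations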;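 also: channel opened by trigger with iodide after compound preincubation; score built on the fluorescence ratio of max minus min over baseline; more negative score means more quench and so TMEM16A activation or potentiation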
MrgX1 agonist = human MrgX1 receptor agonism, primary screen | Q96LB2 | actives 0.44% (n = 310,000) | B-score at 10 µM | MrgX1-HEK293 cells, Fluo-4 calcium fluorescence, agonist mode; stronger effect = higher value;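 active = calcium response B-score plate-corrected fluorescence ratio at least 3 library SD, with starting fluorescence B-score inside 5 SD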
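Material – MrgX1-expressing HEK293 cells · Input – 15,000 cells seeded per well · Dosing – compound as first of three additions · Times – overnight seeding, then 1 h dark dye loading · Measured by – kinetic Fluo-4 NW fluorescence of intracellular calcium · Read-out – B-scored fluorescence response ratio · Benchmarks – positive and negative control wells on each plate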
SKKanGAS inh = SKKanGAS growth inhibition | inhibition, % at 7.5 µM | actives 1.3% (n = 300,000) | S. pyogenes SKKanGAS, kanamycin growth, BacTiter-Glo, 6 h;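 active = mean replicate score, as percent of positive control median, at least 50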;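 also: strain carries kanamycin resistance gene driven by streptokinase promoter and grows in 40 µg/ml kanamycin; loss of luminescence reflects streptokinase promoter inhibition or plain growth inhibition; 0% = median of DMSO wells and 100% = positive control at its reference dose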
TRPC6 inh = mouse TRPC6 channel inhibition. Q61143. HEK293-TRPC6, membrane potential dye, ACh-evoked depolarization; stronger effect = lower value. actives 1.1% (n = 310,000). B-score at 10 µM. AID 2553;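 active = B-score under library mean minus 3 SD, initial fluorescence not abnormally high, positive integrated signal ratio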;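 also: B-score derived from integrated fluorescence ratio over the kinetic read; more negative B-score means stronger inhibition of depolarization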
Target sequence (Q61143 whole entry, looked up): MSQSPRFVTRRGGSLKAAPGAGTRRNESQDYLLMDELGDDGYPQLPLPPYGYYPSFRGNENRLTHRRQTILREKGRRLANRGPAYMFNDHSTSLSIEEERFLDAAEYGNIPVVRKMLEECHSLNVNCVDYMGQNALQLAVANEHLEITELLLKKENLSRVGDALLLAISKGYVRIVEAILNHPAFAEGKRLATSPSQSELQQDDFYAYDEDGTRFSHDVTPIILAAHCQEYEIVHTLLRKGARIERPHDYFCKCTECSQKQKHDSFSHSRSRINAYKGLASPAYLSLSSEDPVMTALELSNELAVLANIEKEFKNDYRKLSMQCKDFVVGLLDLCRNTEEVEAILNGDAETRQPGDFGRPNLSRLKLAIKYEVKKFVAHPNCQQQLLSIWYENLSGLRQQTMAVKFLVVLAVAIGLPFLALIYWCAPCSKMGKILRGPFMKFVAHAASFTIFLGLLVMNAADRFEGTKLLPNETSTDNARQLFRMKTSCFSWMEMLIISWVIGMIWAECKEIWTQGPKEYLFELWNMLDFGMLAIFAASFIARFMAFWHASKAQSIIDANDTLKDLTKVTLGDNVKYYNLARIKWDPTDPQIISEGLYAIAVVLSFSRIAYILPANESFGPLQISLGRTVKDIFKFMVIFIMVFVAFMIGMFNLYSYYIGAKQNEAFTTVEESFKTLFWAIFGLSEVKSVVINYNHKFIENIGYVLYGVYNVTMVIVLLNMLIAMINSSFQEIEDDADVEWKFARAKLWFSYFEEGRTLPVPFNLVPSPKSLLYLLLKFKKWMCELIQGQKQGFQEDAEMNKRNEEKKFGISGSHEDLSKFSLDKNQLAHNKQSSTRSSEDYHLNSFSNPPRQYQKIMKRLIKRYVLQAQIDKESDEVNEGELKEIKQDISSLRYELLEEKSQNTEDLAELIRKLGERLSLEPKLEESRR
MrgX1 PAM = allosterically activates human MrgX1 receptor signaling; Q96LB2; MrgX1-HEK293, Fluo-4 calcium flux, FDSS; stronger effect = higher value; B-score at 10 µM; actives 0.63% (n = 310,000); AID 588675;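 active = plate-corrected calcium response at least 3 library SD above typical, normal starting fluorescence, not activating the receptor alone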;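 also: compound read alongside a low EC10 to EC30 dose of BAM8-22 agonist; peak minus trough fluorescence over baseline measured at the second addition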
MrgX1 antagonist = human MrgX1 receptor antagonism, primary screen; Q96LB2; MRGX1-HEK293 calcium flux, Fluo-4, BAM8-22 antagonism; stronger effect = lower value; B-score at 10 µM; actives 1.3% (n = 310,000);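 active = calcium-response B-score plate-corrected more than 3 library SD below zero, starting fluorescence within 5 deviations, no agonist response on first addition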;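 also: peak minus trough fluorescence over baseline after final BAM8-22 challenge near maximal dose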
TRPC6 activator = mouse TRPC6 channel activation. HEK293-TRPC6 membrane potential dye fluorescence; stronger effect = higher value. B-score at 10 µM. actives 0.13% (n = 310,000);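 active = B-score of the integrated fluorescence ratio above library mean plus 3 SD, and starting fluorescence ratio within library mean plus 5 SD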;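 also: higher score means more depolarization so channel activation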
TMEM16A inh = mouse TMEM16A channel inhibition, primary screen; Q8BHY3; HEK293 TMEM16A/YFP iodide influx fluorescence, ionomycin; normalized B-score (activity score, 25-100; higher = stronger inhibition) at 10 µM; actives 1.2% (n = 310,000); AID 588511;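 active = ratio plate-corrected score three or more library SD toward inhibition, starting fluorescence score within five deviations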;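 also: score derived from kinetic fluorescence span divided by baseline fluorescence per well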
HDAC3 inhib = human HDAC3 inhibition; inhibition, % at 8.3 µM; recombinant HDAC3, fluorogenic peptide/trypsin coupled, fluorescence; AID 2718; O15379; actives 0.15% (n = 320,000); in the data active = inhibition above about 26%, passing the limit was not always enough
Numbers without * were called inactive; i = inactive; . = no result given.

Sequence of screens: RGS4 block, RGS4 act, TMEM16A act, MrgX1 agonist, SKKanGAS inh, TRPC6 inh, MrgX1 PAM, MrgX1 antagonist, TRPC6 activator, TMEM16A inh, HDAC3 inhib
CCOC(=O)c1c(-c2ccc(C)s2)csc1NC(=O)c1cccs1
→ i, i, i, i, 4, i, i, i, i, i, 1
COc1ccc(-c2nnc(NC(=O)c3cc(C)on3)s2)cc1
→ i, i, i, i, 15, i, 8.2*, i, i, i, 0
COCCNC(=O)Nc1ccc2nc(-c3ccco3)c(-c3ccco3)nc2c1
→ ., ., i, i, ., ., i, -6.8*, ., i, .
CCc1ccccc1NC(=O)COc1ccc2c(c1)OCO2
→ i, i, i, i, 2, i, i, i, i, i, -2
COc1ccc(-c2cn(-c3ccc(C)cc3C)c(=O)[nH]2)cc1OC
→ i, i, i, i, -1, i, i, i, i, i, -5
CCOc1ccc(-c2nnc(-c3cccnc3)o2)cc1OCC
→ i, i, i, i, -7, i, i, i, i, i, -2
CC(=O)c1ccc(NC(=O)Nc2ncn(Cc3cccc(C)c3)n2)cc1
→ i, i, i, i, -6, i, i, i, i, i, -1
COC(=O)c1ccc2c(=O)n(CCN3CCOCC3)c(SCC(=O)Nc3ccc(C)cc3)nc2c1
→ i, i, i, i, 6, i, i, i, i, i, .
CC1CCCCN1CCNC(=O)C1CC(=O)N(c2ccc(F)c(Cl)c2)C1 (stereo not drawn)
→ i, i, i, i, -18, i, i, i, i, i, 6
CC1CCC(NC(=O)c2ccc(N3CCCC3=O)cc2)CC1 (stereo not drawn)
→ i, i, i, i, 2, i, i, i, i, i, 9
OCCC1CN(Cc2cnc(-c3ccc(Cl)cc3)nc2)CCN1C1CCCCC1 (stereo not drawn)
→ i, i, i, i, -17, i, i, i, i, i, 1
COC(=O)c1c(NC(=O)CCCC(=O)O)sc(C)c1C
→ i, i, i, i, -2, i, i, i, i, i, -4
COC(=O)C1C(c2ccc(Cl)cc2)NC(c2ccc(Cl)cc2)C(C(=O)OC)S1(=O)=O (stereo not drawn)
→ i, i, i, i, 18, i, i, i, i, i, -2
CCCCc1c(C)c2ccc(OC)c(/C(C)=N\O)c2oc1=O
→ i, i, i, i, 1, i, i, i, i, i, -1
CC(C)(C)OC(=O)NCCCCCC(=O)N/N=C/c1coc2ccccc2c1=O
→ i, i, i, i, 3, i, i, i, i, i, -1
CC1COc2ccccc2N1C(=O)c1cccnc1Cl (stereo not drawn)
→ i, i, i, i, -8, i, i, i, i, i, -12
CCOC(=O)N1CCC(NC(=O)c2cc(COc3ccccc3SC)on2)CC1
→ i, i, i, i, 3, i, i, i, i, i, 4
Cc1cc(NC(=O)c2ccc(Cl)cc2)n(CCOC(=O)c2ccc(Cl)cc2)n1
→ i, i, i, i, 15, i, i, i, i, i, 5
COc1ccccc1NC(=O)CN1CCSc2ccccc21
→ i, i, i, i, 2, i, i, i, i, i, 2
CCOc1ccc(NC(=O)COc2ccc(C(=O)NC(C)c3ccc(S(N)(=O)=O)cc3)cc2OC)cc1 (stereo not drawn)
→ i, i, i, i, 10, i, i, i, i, i, 0
Cc1ccc(CS(=O)(=O)c2ncc(Cl)c(C(=O)Nc3ccc(OC(F)F)cc3)n2)cc1
→ i, i, i, i, 54*, i, i, i, i, i, -5
Fc1cccc(Nc2nc(-c3ccncc3)nc3ccccc23)c1
→ i, i, i, i, 2, i, i, i, i, i, -5
CC(NC(=O)COc1ccc(Br)cc1)C(=O)O (stereo not drawn)
→ i, i, i, i, 0, i, i, i, i, i, -6
CCOC(=O)Cn1c(-c2ccc(OC)cc2)c(-c2ccc(OC)cc2)nnc1=O
→ i, i, i, i, -1, i, i, i, i, i, 3
COc1ccc(-n2c(Cn3c(=O)sc4ccccc43)nnc2SCC(=O)N2CCOCC2)cc1
→ ., ., i, i, ., ., i, i, ., i, -1
CCSc1ccc(-c2ccc(C)cc2)nn1
→ i, i, i, ., -6, i, ., ., i, ., .
O=C1CCCCCC1C1(O)C(=O)Nc2ccccc21 (stereo not drawn)
→ i, i, i, i, -2, i, i, i, i, i, -2
COc1ccc(/C=C/c2nc3ccccc3c(=O)o2)cc1
→ i, i, i, i, 14, i, i, i, i, i, 5
Cc1cccc(OCCCN2CCOCC2)c1
→ i, i, i, i, -3, i, i, i, i, i, -2
COc1ccc(C(C)NCCC(c2ccc(OC(C)C)cc2)c2ccccc2OC)cc1 (stereo not drawn)
→ i, i, i, i, 6, i, i, i, i, i, 3

Next records
Sequence of screens: RGS4 block, RGS4 act, TMEM16A act, MrgX1 agonist, SKKanGAS inh, TRPC6 inh, MrgX1 PAM, MrgX1 antagonist, TRPC6 activator, TMEM16A inh, HDAC3 inhib
CCCS(=O)(=O)N1CCC(C(=O)NCCN(C)Cc2ccccc2)CC1
→ i, i, i, i, 0, i, i, i, i, i, 9
NCCCC[C@H]1CNC(=S)N1CC1(c2ccccc2)CC1
→ i, i, i, i, -2, i, i, i, i, i, -4
O=C(c1ccccc1)c1nnc(-c2ccccc2F)o1
→ i, i, i, i, -2, i, i, i, i, i, .
COc1ccccc1CNC(=O)COc1ccc2c(c1)CCC2
→ i, i, i, i, 3, i, i, i, i, i, 2
CCN(CC)c1ccc(/C=C2\CCC(/C=N/NC(=O)c3ccc(=O)n(C)c3)=C2N2CCOCC2)cc1
→ i, i, i, i, 21, i, i, i, i, i, 3
CCc1nnc2c3cnn(-c4ccccc4)c3ncn12
→ i, i, i, i, 21, i, i, i, i, i, 5
Nc1nnc(SCC(=O)c2ccc3ccccc3c2)s1
→ i, i, i, i, -7, i, i, i, i, i, 0
O=C(c1ccc(NC(=O)C2(c3ccccc3)CCOCC2)cc1)N1CCOCC1
→ i, i, i, i, 12, i, i, i, i, i, -5
COc1cccc(C2=NOC(C(=O)NCc3cccnc3)C2)c1 (stereo not drawn)
→ i, i, i, i, -5, i, i, i, i, i, 0
Cc1cc2n(n1)C(c1ccc3c(c1)OCO3)Nc1c(C)cccc1-2 (stereo not drawn)
→ i, i, ., i, 2, i, i, i, i, i, -4
Nc1c(-c2ccccc2)cnn1-c1cccc(C(F)(F)F)c1
→ i, i, i, i, 21, i, i, i, i, i, -1
Cc1ccc(-c2nc(CSCC(=O)NCCN3CCN(Cc4ccccc4)CC3)c(C)o2)cc1
→ i, i, i, i, 14, i, i, i, i, i, -5
Cc1ccc(CNC(=O)CNS(=O)(=O)c2ccc(Br)s2)cc1
→ i, i, i, i, -21, i, i, i, i, i, -2
O=C(c1ccc(Br)o1)N1CCN(c2ccc(F)cc2)CC1
→ i, i, i, i, -2, i, i, i, i, i, -3
CCNC(=O)CC1SC(=Nc2ccc(C)c([N+](=O)[O-])c2)N(C)C1=O (stereo not drawn)
→ i, i, i, i, -13, i, i, i, i, i, 4
CN(C)C(CNC(=O)C1CC(=O)N(Cc2ccccc2)C1)c1ccccc1 (stereo not drawn)
→ i, i, i, i, -4, i, i, i, i, i, 1
Cc1ccc(O)c(CNCCNCc2cc(C)ccc2O)c1
→ i, i, i, i, 9, -6.4*, i, i, i, i, 3
O=C1C2CCCCC2C(=O)N1c1cccc(OS(=O)(=O)c2ccccc2)c1 (stereo not drawn)
→ i, i, i, i, -2, i, i, i, i, i, 7
Cc1cccc(NCc2cc(Cl)ccc2O)n1
→ i, i, i, i, 2, i, i, i, i, i, 2
CCc1cc2c(C)cc(=O)oc2cc1OC(=O)C1CCCN1C(=O)OC(C)(C)C (stereo not drawn)
→ i, i, ., i, 7, i, i, i, i, i, -13
O=C(Nc1ccc2oc(=O)ccc2c1)c1ccco1
→ i, i, i, i, -1, i, i, i, i, i, -11
Cc1ccccc1CCNC(=O)Cn1ccc2cc(S(=O)(=O)N3CCCC3)ccc21
→ i, i, i, i, 8, i, 7.1*, i, i, i, 1
COc1cc(NC(=O)CSc2nnc(-c3cc(C)on3)o2)cc(OC)c1
→ i, i, i, i, -13, i, i, i, i, i, -1
CCOc1ccc(NC(=O)c2nnn(CC(=O)Nc3ccccc3OC)c2N)cc1
→ i, i, ., i, 3, i, i, i, i, i, -3
O=c1cc(-c2ccccc2)nc2nc(COc3ccccc3)[nH]n12
→ i, i, i, i, 16, i, i, i, i, i, 1
Cc1nn(-c2ccccc2C(=O)O)c(=O)c2ccccc12
→ i, i, i, i, -12, i, i, i, i, i, 2
COC(=O)c1c(-c2cccc(C)c2)csc1NC(=O)C1CCCO1 (stereo not drawn)
→ i, i, i, i, -2, i, i, i, i, i, 7
O=C(O)c1ccc(C2CCCCC2)cn1
→ i, i, i, i, -3, i, i, i, i, i, 0
O=C(O)CNC(=O)c1ccc(Oc2c(F)c(F)c(Oc3ccc(C(=O)NCC(=O)O)cc3)c(F)c2F)cc1
→ i, i, i, i, 1, i, i, i, i, i, -2
Cc1ccc(NC(=O)CN2CCC3(O)CCCCC3C2c2ccc3c(c2)OCO3)c(C)c1 (stereo not drawn)
→ i, i, i, i, -3, i, i, i, i, i, 2

Remaining list, next part
Sequence of screens: RGS4 block, RGS4 act, TMEM16A act, MrgX1 agonist, SKKanGAS inh, TRPC6 inh, MrgX1 PAM, MrgX1 antagonist, TRPC6 activator, TMEM16A inh, HDAC3 inhib
O=C1/C(=C\c2ccccc2)SC(=S)N1CCC(=O)N1CCCCC1CCO (stereo not drawn)
→ i, i, i, i, 3, i, i, i, i, i, -6
COC(=O)CSc1nc(-c2ccccc2)cc(-c2ccco2)c1C#N
→ i, i, i, i, 10, i, i, i, i, i, 2
Cc1cc(C(=O)OCC(=O)c2ccc(Br)s2)no1
→ i, i, i, i, -4, i, i, i, i, i, 4
O=S(=O)(c1ccccc1)N1CCN(c2ccnc3cc(Cl)ccc23)CC1
→ i, i, i, i, 3, i, i, i, i, 100*, -1
CC(=O)c1ccc(NC(=S)N2CCC(O)CC2)cc1
→ i, i, i, i, -2, i, i, i, i, i, 1
CCOC(=O)c1cn2nc(N3CCCCC3)ccc2n1
→ i, i, i, i, 6, i, i, i, i, i, 4
Cc1ccc(C(=O)n2cnc3ccccc32)cc1C
→ i, i, i, i, 0, i, i, i, i, i, 3
CCOC(=O)c1c(C)n(-c2ccccc2)c2ccc(O)c(CN(C)C)c12
→ i, i, i, i, -12, -6.5*, i, i, i, i, -1
O=C(c1ccco1)N1N=C(c2cccs2)CC1c1cc([N+](=O)[O-])ccc1O (stereo not drawn)
→ i, i, i, i, 21, i, 7.1*, i, i, i, 3
